BRCA1 expr act: qHTS Assay to Identify Small Molecule Activators of BRCA1 Expression | MCF7-BRCA1-FFLuc reporter, luminescence, 48 h; response scale: scaled: vehicle 0%, 10 µM genistein 100% | Potency, µM (series often up to 46.1 µM), inactives show at the highest dose activation, actives largely listed as activators | hit rate 1.1% among 380,000; note: potency is the fitted concentration of half-maximal effect; nearly all actives have a fitted effect of over 80% in size; some results filed as inactive show a strong effect at the top dose
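Activators of BRCA1 expression were detected as increased firefly luciferase luminescence in engineered MCF7 cells after 48 h compound incubation. Signals were scaled to genistein 10 microM as full activation.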
PKM2 act: qHTS Assay for Activators of Human Muscle isoform 2 Pyruvate Kinase; purified PKM2, Kinase-Glo ATP luminescence, activation; response scale: 0% is enzyme alone, no compound; hit rate 0.34% among 260,000; Potency, µM (titrated, usually from 57.5 µM), for the others: at the highest dose activation, usual class: activators; note: potency is the fitted concentration of half-maximal effect; % is set by controls: 0 for no effect and ±100 for the full control effect; nearly all actives have a fitted effect of over 55% in size
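Purified hPK-M2 (>95% pure) converted ADP (0.1 mM final) to ATP with 0.5 mM PEP in 50 mM imidazole pH7.2, KCl, MgCl2, Tween 20, BSA; 1 h at room temperature. ATP detected by Kinase-Glo luminescence.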
NPC1 prom act: qHTS Assay for NPC1 Promoter Activators. Huh7 NPC1 promoter luciferase reporter, 24 h. Potency, µM (top dose mostly 9.22 µM), inactives show at the highest dose activation, hits mostly activators. hit rate 2.4% among 320,000. AID 485313, 2010;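 note: potency is the fitted concentration of half-maximal effect; % of control where 0% means no effect; nearly all actives have a fitted effect of over 60% in size; reporter is driven by a mutant NPC1 promoter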
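In 1536-well qHTS, Huh7 cells harboring an NPC1 promoter–luciferase construct received compound for 24 h; activation was quantified by luminescence following luciferase reagent addition.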
ELG1 genotox: qHTS screen for small molecules that induce genotoxicity in human embryonic kidney (HEK293T) cells expressing luciferase-tagged ELG1. HEK293T ELG1-luciferase reporter, luminescence, 16 h. Potency, µM (titrated, usually from 46 µM), without a hit: at the top dose activity change, positive = activation, usual class: activators. hit rate 1.3% among 330,000. AID 504466, 2011; note: potency is the fitted concentration of half-maximal effect; % of control where 0% means no effect; nearly all actives have a fitted effect of over 60% in size
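Luminescence read-out: rising ELG1-luciferase signal, reflecting elevated ELG1 protein under genetic stress, flags genotoxic compounds. Cells were treated for 16 hr at 37 °C before ONE-Glo detection.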
Giardia killer: Small Molecules that selectively kill Giardia lamblia: qHTS | Giardia lamblia trophozoite viability | activity change, % at 7.66 µM, hits read low | hit rate 0.15% among 340,000 | AID 540267, 2011; in the data active = activity change below about -80%; inconclusive = between about -30% and that limit;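 note: parasites exposed to compound for two days anaerobically before the ATP read; % is set by controls: 0 for no effect and ±100 for the full control effect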
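Killing of trophozoites was scored by loss of ATP luminescence after a 48 hrs anaerobic exposure to compounds at 37 deg C, using 100 cells per well.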
p53 reactivator: qHTS assay for re-activators of p53 using a Luc reporter. hit rate 0.063% among 320,000. H1299 p53-A138V BP100-luciferase reporter, luminescence, 24 h. Potency, µM (series often up to 92.2 µM), for the others: at the top dose activity change, positive = activation, most hits filed as activators. AID 504706, 2011; note: potency is the fitted concentration of half-maximal effect; % of control where 0% means no effect; nearly all actives have a fitted effect of over 45% in size
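p53-null H1299 cells stably carrying temperature-sensitive p53-A138V and a BP100-luciferase reporter were pinned with compounds (4-point, 1:5 series) and held 24 hrs at 37 deg C. Luminescence was read 10 min after detection reagent.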
RORg inh: qHTS for inhibitors of ROR gamma transcriptional activity; Nuclear receptor ROR-gamma (Mus musculus), P51450; Drosophila S2 Gal4-RORgamma UAS-luciferase reporter, 20 h; Potency, µM (series often up to 53.6 µM), inactives show top-dose activity change, negative = inhibition, most hits filed as inhibitors; hit rate 5.4% among 310,000; AID 2551, 2010; note: potency is the fitted concentration of half-maximal effect; % is set by controls: 0 for no effect and ±100 for the full control effect; nearly all actives have a fitted effect of over 60% in size
Target sequence (P51450 whole entry, looked up, the tested form may be a part): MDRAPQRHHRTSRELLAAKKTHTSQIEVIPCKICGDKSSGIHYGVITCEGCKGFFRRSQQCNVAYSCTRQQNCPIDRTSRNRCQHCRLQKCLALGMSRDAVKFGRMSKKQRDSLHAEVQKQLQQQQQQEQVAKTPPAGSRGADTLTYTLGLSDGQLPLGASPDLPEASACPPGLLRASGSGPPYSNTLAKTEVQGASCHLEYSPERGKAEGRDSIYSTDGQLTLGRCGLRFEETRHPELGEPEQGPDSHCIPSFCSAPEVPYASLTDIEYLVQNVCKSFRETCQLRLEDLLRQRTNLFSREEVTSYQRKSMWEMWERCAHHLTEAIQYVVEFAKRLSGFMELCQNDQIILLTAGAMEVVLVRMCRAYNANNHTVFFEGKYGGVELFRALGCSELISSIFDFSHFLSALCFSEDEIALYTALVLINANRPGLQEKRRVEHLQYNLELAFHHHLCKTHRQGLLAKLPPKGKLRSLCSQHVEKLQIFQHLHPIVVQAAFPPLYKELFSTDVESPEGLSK
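A Gal4/UAS one-hybrid system in insect cells: metallothionein-promoter Gal4–ROR gamma fusion plus Photinus luciferase reporter. Copper sulfate 700 uM final, 20 hr ambient incubation, luminescent detection after 10 min with reagent.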
Rab9 prom act: qHTS Assay for Rab9 Promoter Activators; Huh7 Rab9 promoter-luciferase reporter, luminescence, 24 h; Potency, µM (highest dose often 9.22 µM), inactives show at the top dose activation, negative = inhibition, usual class: activators; hit rate 2.8% among 320,000; note: potency is the fitted concentration of half-maximal effect; % of control where 0% means no effect; nearly all actives have a fitted effect of over 60% in size
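Luminescence read-out: Huh7 cells stably expressing Rab9-luciferase, treated 24 h with compound at 37 °C, then lysed with luciferase reagent for 10 min at ambient before reading.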
FLuc modulator: qHTS profiling assay for firefly luciferase inhibitor/activator using purifed enzyme and Km concentrations of substrates (counterscreen for miR-21 project); purified FLuc, Km substrates, luminescence inhibition; hit rate 6.9% among 360,000; AID 588342, 2011; Luciferin 4-monooxygenase (Photinus pyralis), P08659; Potency, µM (highest dose often 57.5 µM), inactives show at the highest dose activity change, negative = inhibition, most hits filed as inhibitors;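 note: potency is the fitted concentration of half-maximal effect; plate controls were vehicle for no effect and reference inhibitor for full effect; nearly all actives have a fitted effect of over 55% in size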
Target sequence (P08659 whole entry, looked up): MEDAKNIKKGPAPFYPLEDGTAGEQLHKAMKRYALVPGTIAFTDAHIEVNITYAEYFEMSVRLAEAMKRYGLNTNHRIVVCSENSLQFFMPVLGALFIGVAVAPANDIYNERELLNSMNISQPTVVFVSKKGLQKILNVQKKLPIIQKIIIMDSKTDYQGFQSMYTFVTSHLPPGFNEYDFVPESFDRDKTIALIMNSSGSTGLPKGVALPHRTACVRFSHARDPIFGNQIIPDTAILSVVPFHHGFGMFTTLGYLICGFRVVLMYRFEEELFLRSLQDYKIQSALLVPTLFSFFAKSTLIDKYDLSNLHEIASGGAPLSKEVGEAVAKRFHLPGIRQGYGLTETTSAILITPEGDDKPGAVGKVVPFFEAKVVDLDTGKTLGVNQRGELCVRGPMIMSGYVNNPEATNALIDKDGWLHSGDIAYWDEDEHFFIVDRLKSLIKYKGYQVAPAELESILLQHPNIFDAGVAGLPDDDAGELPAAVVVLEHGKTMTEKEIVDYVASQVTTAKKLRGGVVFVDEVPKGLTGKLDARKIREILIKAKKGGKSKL
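Purified P. pyralis luciferase (10nM final) with 10uM D-luciferin and 10uM ATP (Km levels) in 50mM Tris acetate pH 7.5, 10mM Mg acetate, 0.01% Tween-20, 0.05% BSA; qHTS 6-point titration, ~60 µM downward; luminescence read.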
VP16 counter: VP16 counterscreen qHTS for inhibitors of ROR gamma transcriptional activity | Drosophila S2 Gal4-VP16 UAS-luciferase, luminescence, 20 h | hit rate 3.5% among 310,000 | AID 2546, 2010 | Potency, µM (titrated, usually from 53.6 µM), for inactives: at the top dose activity, negative = inhibition, hits mostly inhibitors;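 note: Gal4-VP16 expression switched on by copper sulfate through the metallothionein promoter; potency is the fitted concentration of half-maximal effect; % is set by controls: 0 for no effect and ±100 for the full control effect; nearly all actives have a fitted effect of over 50% in size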
Menin MLL FP TR: qHTS Assay for Inhibitors Targeting the Menin-MLL Interaction in MLL Related Leukemias: Competition With Texas Red Labeled MLL-derived Mutant Peptide. Potency, µM (highest dose often 61.6 µM), for inactives: at the top dose FP activity change, negative = inhibition, hits mostly inhibitors. Menin + Texas Red MLL mutant peptide, fluorescence polarization. hit rate 0.23% among 270,000. O00255; active = well fitted inhibition curve with a large enough effect in the polarisation, with a control signal flat, not every such curve was filed as active; inconclusive = small, poorly fitted or top-dose-only effect, or effect the other way, or a change in a side signal; inactive = no such curve, though single readings can be large or run the other way; the % refers to the polarisation; note: potency is the fitted concentration of half-maximal effect; % of control where 0% means no effect; many of its hits are not listed in these tables
* = called active by the depositor; u = inconclusive; x = no result given; [ ] = dose if it differs, or a comment. Unless noted, calls come from the whole dose curve; as a rule, active = well fitted curve in the direction sought with a large enough effect; inconclusive = small, poorly fitted or top-dose-only effect, or another doubt; inactive = no such curve, though single readings can be large; an effect the other way counts as inactive or inconclusive. A portion of the library. The share of hits here may be higher or lower than overall.

SMILES | BRCA1 expr act | PKM2 act | NPC1 prom act | ELG1 genotox | Giardia killer | p53 reactivator | RORg inh | Rab9 prom act | FLuc modulator | VP16 counter | Menin MLL FP TR
Cc1ccc(NC(=S)NC2CC3CCCC(C2)N3Cc2cccs2)cc1 (configuration not stated) | -2% | 5% | -2% | -5% | -19 | -1% | 4.5µM* | 0% | 2% | u | 1%
C/C(CC(C)(C)c1ccccc1)=N\NS(=O)(=O)c1ccccc1 | 0% | 6% | -1% | 1% | 6 | -7% | -18% | 1% | 1% | 13% | -10%
COc1ccc(NC(=O)CN(C)C(=O)C2CC(=O)N(c3ccc4c(c3)OCCO4)C2)cc1 (configuration not stated) | -5% | x | 6% | 0% | -3 | 0% | x | 1% | 3% | x | x
Cc1ccc(SCc2noc(-c3c(C)noc3C)n2)cc1 | 6% | 0% | -2% | 1% | 6 | 0% | 34% | -4% | -5% | 1% | x
N/C(=N\OC(=O)CCC1CCCC1)c1ccncc1 | 16% | 1% | -4% | 9% | 8 | -3% | -8% | 2%[1.84 µM] | 13µM* | -17%[10 µM] | -14%
COc1ccc(-c2nn(CCC#N)cc2C=C(C#N)C#N)cc1 | 4% | -2% | 1% | 1% | -6 | 7% | 13% | 14% | 4% | 6% | x
C/C=C/C=C/C(=O)Nc1nccs1 | 83% | 20% | 4% | 11% | -5 | u | 10µM* | u | u | 5.6µM* | 1%
O=C(CNC(=O)c1ccccc1Cl)NCC(c1cccs1)N1CCOCC1 (configuration not stated) | -11% | x | 7% | 3% | 1 | 14% | x | 1% | 0% | x | x
COc1ccc(Cc2nnc(SCc3nc4ccccc4c(=O)[nH]3)o2)cc1 | -3% | -6% | 0% | 22% | 5 | 7% | 4% | -8% | 5% | -10%[0.365 µM] | 9%
COc1ccc(C(=O)Nc2cc(Cl)ccc2OC(=O)c2ccc(OC)cc2)cc1 | 51% | -1% | 3.5µM* | u | -5 | u | -6% | u | u | 3% | 7%

Profiles, quoted from the list. Order of values: BRCA1 expr act | PKM2 act | NPC1 prom act | ELG1 genotox | Giardia killer | p53 reactivator | RORg inh | Rab9 prom act | FLuc modulator | VP16 counter | Menin MLL FP TR
COc1ccc(NC(=O)CN(C)C(=O)C2CC(=O)N(c3ccc4c(c3)OCCO4)C2)cc1 (configuration not stated) as listed: -5% | x | 6% | 0% | -3 | 0% | x | 1% | 3% | x | x
COc1ccc(-c2nn(CCC#N)cc2C=C(C#N)C#N)cc1 as listed: 4% | -2% | 1% | 1% | -6 | 7% | 13% | 14% | 4% | 6% | x
COc1ccc(Cc2nnc(SCc3nc4ccccc4c(=O)[nH]3)o2)cc1 as listed: -3% | -6% | 0% | 22% | 5 | 7% | 4% | -8% | 5% | -10%[0.365 µM] | 9%
N/C(=N\OC(=O)CCC1CCCC1)c1ccncc1 as listed: 16% | 1% | -4% | 9% | 8 | -3% | -8% | 2%[1.84 µM] | 13µM* | -17%[10 µM] | -14%
COc1ccc(C(=O)Nc2cc(Cl)ccc2OC(=O)c2ccc(OC)cc2)cc1 as listed: 51% | -1% | 3.5µM* | u | -5 | u | -6% | u | u | 3% | 7%

Next section:
SMILES | BRCA1 expr act | PKM2 act | NPC1 prom act | ELG1 genotox | Giardia killer | p53 reactivator | RORg inh | Rab9 prom act | FLuc modulator | VP16 counter | Menin MLL FP TR
COc1ccccc1Oc1ccccc1[N+](=O)[O-] | 0% | -6% | 7% | -3% | -2 | 0% | 0% | -3% | -5% | -7% | x
O=[N+]([O-])c1ccc(O)c(C=Nc2cccc3ncccc23)c1 | 49% | -10% | 1% | -1% | 30 | 3% | -32% | -1% | -18% | 12% | 7%
O=C(O)c1ccc(/C=C/c2nc3ccccc3c(=O)[nH]2)cc1 | -2% | x | 12% | -3% | -19 | 1% | -1% | -5% | 15µM* | 9% | u
Cn1c(N)c(C(=O)N/N=C/c2ccccc2)sc1=S | -31% | 8% | -1% | 4% | -7 | -1% | 15% | 3% | 0% | -13% | x
CCOC(=O)c1c2c3c(cccc3[nH]c1=O)C(=O)c1ccccc1-2 | 0% | -10% | -2% | -1% | -18 | 4% | 22% | -3% | 1% | 0% | -7%
COc1ccc(C(=O)Cn2cc([N+](=O)[O-])nc2C)cc1 | 3% | x | -2% | -3% | u | 1% | -3% | 1% | -2% | 20% | 2%
Nn1c(SCC(=O)NCCC2=CCCCC2)nnc1-c1cccnc1 | -2% | x | -4% | 0% | 8 | 7% | x | -2% | -2% | x | x
COc1ccccc1NC(=O)CSc1ccc2nnc(-c3ccncc3)n2n1 | 2% | -1% | -2% | 2% | 11 | -4% | -18% | -8% | -1% | 1% | -1%[11.7 µM]
Clc1ccc2c(N/N=C/c3ccccc3Br)ccnc2c1 | -63% | -4% | -2% | u | u | 1% | -110% | -3% | -3% | 18µM* | 16%
FC(F)(F)c1cccc(Cc2noc(CN3CCC(N4CCCCC4)CC3)n2)c1 | -25% | -2% | 1% | -5% | -12 | 3% | 14% | -3% | -2% | -1% | -11%
Cc1ccc(NC(=O)CSc2nnnn2C2CC2)cc1S(=O)(=O)N1CCOCC1 | -23% | x | 1% | -3% | 0 | -1% | x | -7% | 1% | x | x
Cc1ccc(S(=O)(=O)NNC(=O)c2ccc(O)cc2)cc1 | -14% | 1% | -4% | 3% | 8 | 1% | 3% | -7% | -1% | u | -1%
CCn1nc(C(=O)OCC(=O)c2ccc(F)cc2)c2ccccc2c1=O | 0% | -5% | -1% | -5% | -25 | 2% | 5% | -2% | -20% | 4% | -1%
CCC(=O)N(CCC1(C(C)C)CCOC(C)(C)C1)Cc1ccco1 (configuration not stated) | -2% | 4% | 0% | -2% | -7 | -3% | -6% | -1% | 1% | 4% | -13%
Cc1cccc(C(=O)N(Cc2ccco2)c2c(N)n(Cc3ccccc3)c(=O)[nH]c2=O)c1 | -6% | x | -6% | 0% | -1 | 0% | x | -1% | 5% | x | x
Cc1ccc2cc3c(NC(=O)c4ccco4)nn(C)c3nc2c1 | -38% | 6% | 8% | -2% | 20 | 2% | 31% | 7% | u | 4% | -11%
COCCNC(=O)c1cccc(OC2CCN(C(C)COc3ccccc3)CC2)c1 (configuration not stated) | -38% | 0% | -2% | -7% | 3 | x | 25% | 7% | 1% | 2% | -5%
Cc1ccc(Sc2ccc(/C=N/O)cc2[N+](=O)[O-])cc1 | -68% | -2% | x | x | 17 | x | 2% | x | -5% | -10% | u
COc1ccc(NC(=O)NNC(=O)COc2ccc3ccccc3c2)cc1 | 9% | -2% | -3% | -3% | -3 | 8% | -21% | -3% | 1% | -1% | x
CS(=O)(=O)N(Cc1nnc(-c2cccs2)o1)c1ccc(Cl)cc1F | -5% | 1% | 2% | -1% | 12 | 0% | 59% | -1% | 5% | 3% | 4%[11.7 µM]
Cc1cccnc1NC(=O)Nc1cccc2ccccc12 | -2% | -4% | -4% | 0% | -12 | 6% | 9% | 3% | 2% | 0% | -6%
O=c1[nH]cc(NCCNc2ncc(C(F)(F)F)cc2Cl)c(=O)[nH]1 | 26% | 2% | -2% | 9% | 6 | 4% | 1% | -7% | -4% | 5% | 12%
CC(C)c1cc(CNC(=O)CCc2nnc(CCCc3ccccc3)o2)on1 | u | 0% | 13% | u | 5 | u | 1% | 27% | u | 23% | -17%
CCN(CC(=O)Nc1c(F)cccc1F)C(=O)c1cccc(S(=O)(=O)N2CCN(c3ccccc3)CC2)c1 | -33% | -11% | 3% | -16% | 15 | 7% | u | 1% | 6% | -5% | x
Cc1cccc(C(=O)N[C@H](C(=O)Nc2ccc(S(=O)(=O)NC3=NCCCCC3)cc2)C(C)C)c1 | 0% | 1% | 2% | 0% | 7 | -1% | -6% | 3% | -5% | -3% | -7%
NS(=O)(=O)c1ccc(CCNS(=O)(=O)c2cccc(C(=O)O)c2)cc1 | 2% | 3% | 1% | 2% | -27 | 9% | -3% | -3% | -2% | -4% | x

Assay outcomes as filed in PubChem BioAssay.
